Pf growth 96h = P. falciparum growth inhibition at 96 hour, primary screen for plastid delayed-death inhibitors; AID 504834; P. falciparum luciferase reporter growth, 96 h; 6.9% of 320,000 active; Potency, µM (titrated, usually from 28.7 µM), without a hit: at the highest dose activity change, negative = inhibition, usual class: inhibitors; note: potency is the fitted concentration of half-maximal effect; % is set by controls: 0 for no effect and ±100 for the full control effect
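Erythrocytes infected with luciferase-expressing P. falciparum were dispensed at 2% hematocrit and 0.05% parasitemia (final), then incubated with compounds 96 hours at 37 C in 5% CO2. Luminescence after detection reagent addition reported growth.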
Pf growth 48h = P. falciparum growth inhibition at 48 hours (one generation); P. falciparum luciferase growth in erythrocytes, 48 h; Potency, µM (highest dose often 28.7 µM), for inactives: top-dose activity change, negative = inhibition, most hits filed as inhibitors; 5.9% of 310,000 active; note: potency is the fitted concentration of half-maximal effect; % is set by controls: 0 for no effect and ±100 for the full control effect
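Luminescence readout; reporter = integrated firefly luciferase in P. falciparum. RBC culture at 2% hematocrit, 0.1% parasitemia final, 37 C/5% CO2; decreased signal taken as growth inhibition.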
Tb PYK inh = inhibitors of Trypanosoma brucei pyruvate kinase; Q57TT1; TbPYK enzyme, Kinase-Glo Plus ATP luminescence, 45 min; Potency, µM (series often up to 76.8 µM), for inactives: at the top dose activity, negative = inhibition, most hits filed as inhibitors; 0.12% of 410,000 active; AID 624173; note: potency is the fitted concentration of half-maximal effect; % is set by controls: 0 for no effect and ±100 for the full control effect; nearly all actives have a fitted effect of over 50% in size
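Assay buffer: 50 mM TEA pH 7.2, 100 mM KCl, 10 mM MgCl2, 0.05% BSA, 0.01% Tween-20. Pyruvate kinase from T. brucei plus substrate met compound, then ADP (130 uM final). Luminescence was read post 45 min RT.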
Shiga toxin inh = Shiga toxin inhibition. Vero cells, Shiga toxin protein synthesis inhibition reporter. inhibition, % at 38.7 µM. 9.2% of 290,000 active. AID 2315; in the data active = inhibition mostly above about 28%, no sharp cut-off; inactive = mostly below about 43%; note: 0% is about no effect
CHX counter = affects cycloheximide protein synthesis inhibition readout, counter-screen; 12% of 300,000 active; cell reporter, cycloheximide protein synthesis inhibition counterscreen; max response, %; AID 2314; in the data active = max response mostly above about 13%, no sharp cut-off; inactive = mostly below about 14%; note: read at 38.3 µM for the half of the compounds with a filed dose; 0% is about no effect
LmPK inhibitor = LmPK (Leishmania mexicana) enzyme inhibition; Q27686; purified LmPK, Kinase-Glo ATP luminescence, 1 h; Potency, µM (highest dose often 57.5 µM), without a hit: top-dose activity change, negative = inhibition, usual class: inhibitors; 0.37% of 290,000 active; note: potency is the fitted concentration of half-maximal effect; % is set by controls: 0 for no effect and ±100 for the full control effect
Target sequence (Q27686 whole entry, looked up): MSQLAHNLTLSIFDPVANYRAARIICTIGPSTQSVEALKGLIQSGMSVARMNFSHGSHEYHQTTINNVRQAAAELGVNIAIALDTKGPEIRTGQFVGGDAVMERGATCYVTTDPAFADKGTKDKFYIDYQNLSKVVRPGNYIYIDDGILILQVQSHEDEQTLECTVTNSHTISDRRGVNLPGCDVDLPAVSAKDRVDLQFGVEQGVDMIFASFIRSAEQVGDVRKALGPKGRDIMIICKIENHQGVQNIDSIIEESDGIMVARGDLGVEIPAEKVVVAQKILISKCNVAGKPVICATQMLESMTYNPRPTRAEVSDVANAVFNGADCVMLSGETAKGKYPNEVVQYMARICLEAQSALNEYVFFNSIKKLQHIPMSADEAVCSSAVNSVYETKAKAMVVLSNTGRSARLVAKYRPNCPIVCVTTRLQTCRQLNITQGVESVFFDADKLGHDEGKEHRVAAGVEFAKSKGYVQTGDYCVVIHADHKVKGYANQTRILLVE
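In 50 mM imidazole pH 7.2 with 7 mM MgCl2, LmPK (0.1 nM) turned over PEP (0.5 mM) and ADP (0.1 mM) for 1 h at room temperature. Luciferase read-out of ATP.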
AmpC inh no detg = blocks E. coli AmpC beta-lactamase in detergent-free assay | P00811 | Potency, µM (doses to about 57.1 µM), inactives show at the highest dose activity change, negative = inhibition, hits mostly inhibitors | AmpC nitrocefin hydrolysis, absorbance 480 nm, 0.0001% Triton | 0.52% of 330,000 active | AID 485341;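 note: potency is the fitted concentration of half-maximal effect; plate controls were no compound for no effect and no enzyme for full effect; nearly all actives have a fitted effect of over 20% in size; some results filed as inactive show a strong effect at the top dose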
Target sequence (P00811 whole entry, looked up): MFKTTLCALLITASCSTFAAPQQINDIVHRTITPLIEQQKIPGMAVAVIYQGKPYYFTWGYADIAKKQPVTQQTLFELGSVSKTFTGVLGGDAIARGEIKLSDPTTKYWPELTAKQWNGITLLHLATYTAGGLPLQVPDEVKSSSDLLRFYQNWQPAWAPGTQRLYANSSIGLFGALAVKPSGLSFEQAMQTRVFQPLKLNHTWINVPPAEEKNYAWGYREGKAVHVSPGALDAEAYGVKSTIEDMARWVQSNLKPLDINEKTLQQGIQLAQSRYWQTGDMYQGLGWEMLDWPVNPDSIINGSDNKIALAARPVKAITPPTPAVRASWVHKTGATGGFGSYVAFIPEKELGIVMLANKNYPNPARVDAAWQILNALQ
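20 mM phosphate pH 7.0 + 0.01% (detergent screen) or 0.0001% Triton X-100; 5.3 nM AmpC reagent; cpd preinc 15 min RT; nitrocefin (800 uM stock) to start; A480 q20 s × 4 min; Activity was normalised to no-enzyme and no-compound control wells.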
* = called active by the depositor; [ ] = remark or other dose. Unless noted, calls come from the whole dose curve; as a rule, active = well fitted curve in the direction sought with a large enough effect; inconclusive = small, poorly fitted or top-dose-only effect, or another doubt; inactive = no such curve, though single readings can be large; an effect the other way counts as inactive or inconclusive.

How did O=C(COC(=O)CCN1C(=O)C2CC=CCC2C1=O)NCCc1ccc(F)cc1 (stereo not drawn) do in these assays?
Pf growth 96h: inconclusive; Pf growth 48h: inconclusive; Tb PYK inh: 0%; AmpC inh no detg: 16%

Results for CCOc1ccccc1CSc1nc2ccccc2[nH]1 ?
Pf growth 96h: inconclusive; Pf growth 48h: inconclusive; Tb PYK inh: 0%; Shiga toxin inh: 22; CHX counter: 19*; LmPK inhibitor: 1%; AmpC inh no detg: -33%

Results for CCc1c(C)sc(NC(=O)c2cc(CC(C)C)on2)c1C#N ?
Pf growth 96h: 13µM*; Tb PYK inh: -13%; Shiga toxin inh: -14; CHX counter: -2; LmPK inhibitor: 4%; AmpC inh no detg: -25%

What do the screens show for `Cc1ccc(S(=O)(=O)N(CC(=O)NCc2ccccn2)c2ccc(Cl)cc2)cc1`?
Pf growth 96h: inconclusive; Pf growth 48h: inconclusive; Tb PYK inh: -1%; Shiga toxin inh: -3; CHX counter: -1; LmPK inhibitor: -6%; AmpC inh no detg: 140%[activator]

How did Cc1cc(C)nc(NS(=O)(=O)c2ccc(NC(=O)CN3C(=O)C4CC=CCC4C3=O)cc2)n1 (stereo not drawn) do in these assays?
Pf growth 96h: 0%; Pf growth 48h: inconclusive; Tb PYK inh: -4%; Shiga toxin inh: 16; CHX counter: -2; LmPK inhibitor: 0%; AmpC inh no detg: -17%

How did COc1ccc(-c2noc(C3CCCN(S(=O)(=O)c4cccc(Cl)c4)C3)n2)cc1OC (stereo not drawn) do in these assays?
Pf growth 96h: 106%[activator]; Pf growth 48h: -1%; Tb PYK inh: 3%; Shiga toxin inh: 9; CHX counter: -1; LmPK inhibitor: 1%; AmpC inh no detg: -21%

Results for Cc1cccnc1NC(=O)NC(=O)c1ccc(C(C)(C)C)s1 ?
Pf growth 96h: 31%[activator]; Pf growth 48h: inconclusive; Tb PYK inh: 1%; Shiga toxin inh: 63*; CHX counter: 38*; LmPK inhibitor: -1%; AmpC inh no detg: -14%

How did COc1ccc(N(C)C(=O)Cc2c(C(=O)O)[nH]c3ccccc23)cc1 do in these assays?
Pf growth 96h: 19%; Pf growth 48h: 14%; Tb PYK inh: -7%; Shiga toxin inh: -5; CHX counter: 8; LmPK inhibitor: 2%; AmpC inh no detg: -13%

How did COC(=O)C1=C(C)N(c2cccc(Cl)c2)C(=O)C1 do in these assays?
Pf growth 96h: -89%; Pf growth 48h: inconclusive; Tb PYK inh: -3%; Shiga toxin inh: -12; CHX counter: -2; LmPK inhibitor: 4%; AmpC inh no detg: -10%

How did Cc1sc2ncnc(N3CCC(C(=O)NCC(=O)Nc4ccc(F)c(F)c4)CC3)c2c1C do in these assays?
Pf growth 96h: inconclusive; Pf growth 48h: inconclusive; Tb PYK inh: 6%; Shiga toxin inh: -14; CHX counter: 0; LmPK inhibitor: -3%; AmpC inh no detg: 124%[activator]

What do the screens show for `CCCCn1c(N)c(N(CCC(C)C)C(=O)C2=COCCO2)c(=O)[nH]c1=O`?
Pf growth 96h: 1%; Pf growth 48h: 59%[activator]; Tb PYK inh: -14%; Shiga toxin inh: -7; CHX counter: -2; LmPK inhibitor: -2%; AmpC inh no detg: 0%

Results for CCCCOC(=S)NC(=O)c1sc2ccccc2c1Cl ?
Pf growth 96h: 60%[activator]; Pf growth 48h: 16%; Tb PYK inh: -1%; Shiga toxin inh: 36; CHX counter: 22; LmPK inhibitor: 0%; AmpC inh no detg: -30%

Results for Cc1cc(C)n2c(SCC(=O)Nc3c(C)n(C)n(-c4ccccc4)c3=O)nnc2n1 ?
Pf growth 48h: 16%; Tb PYK inh: 6%; Shiga toxin inh: -21; CHX counter: 3; LmPK inhibitor: 11%; AmpC inh no detg: -9%

What do the screens show for `O=S(=O)(c1cnc[nH]1)N1CCc2ccccc21`?
Pf growth 96h: 8.3µM*; Pf growth 48h: -12%; Tb PYK inh: 2%; Shiga toxin inh: 21; CHX counter: -4; LmPK inhibitor: -8%; AmpC inh no detg: -19%

Results for CN(CC(=O)Nc1ccc(F)cc1)C(=O)COC(=O)CN1C(=O)NC2(CCCC2)C1=O ?
Pf growth 96h: 17%; Pf growth 48h: inconclusive; Tb PYK inh: -2%; Shiga toxin inh: -18; CHX counter: 3; LmPK inhibitor: -8%; AmpC inh no detg: 59%

Results for CC1CCCC(N2C(=O)NC(NC(=O)c3ccco3)(C(F)(F)F)C2=O)C1C (stereo not drawn) ?
Pf growth 96h: -11%; Pf growth 48h: 1%; Tb PYK inh: -3%; Shiga toxin inh: 25; CHX counter: -3; LmPK inhibitor: -2%; AmpC inh no detg: 11%

How did CCOCCOC(=O)C1=C(C)N(C)C(=O)NC1c1ccccc1Cl (stereo not drawn) do in these assays?
Pf growth 96h: 15%; Pf growth 48h: 7%; Tb PYK inh: 2%; Shiga toxin inh: -5; CHX counter: 5; LmPK inhibitor: -2%; AmpC inh no detg: -1%

Results for COc1ccc(NC(=O)C2CCCN(S(=O)(=O)c3cccc4nonc34)C2)c(OC)c1 (stereo not drawn) ?
Pf growth 96h: 46%[activator]; Pf growth 48h: inconclusive; Tb PYK inh: -1%; Shiga toxin inh: -12; CHX counter: 0; LmPK inhibitor: 7%; AmpC inh no detg: -5%

How did CCOc1ccc(OCC)c(S(=O)(=O)NCc2cccnc2)c1 do in these assays?
Pf growth 96h: 9%; Pf growth 48h: -10%; Tb PYK inh: 7%; Shiga toxin inh: 1; CHX counter: -3; LmPK inhibitor: -2%; AmpC inh no detg: -6%

What do the screens show for `Cc1nc(-c2ccc(S(=O)(=O)N3CCN(c4cccc(C)c4C)CC3)cc2)co1`?
Pf growth 96h: 23%; Pf growth 48h: 24%; Tb PYK inh: -4%; Shiga toxin inh: 5; CHX counter: 14; LmPK inhibitor: 10%; AmpC inh no detg: -2%

What do the screens show for `COCCCNC(=S)NCCNc1nc2cc(C)c(C)cc2cc1C#N`?
Pf growth 96h: inconclusive; Pf growth 48h: inconclusive; Tb PYK inh: -12%; Shiga toxin inh: -6; CHX counter: 26; LmPK inhibitor: 1%; AmpC inh no detg: 81%[activator]

How did O=C(c1nsnc1-c1ccccc1O)N1CCCCC1 do in these assays?
Pf growth 96h: -6%; Pf growth 48h: 4%; Tb PYK inh: 7%; Shiga toxin inh: -4; CHX counter: 1; LmPK inhibitor: 1%; AmpC inh no detg: -9%

Results for CC(=O)Nc1ccc(S(=O)(=O)Nc2cccc(C(=O)Nc3ccccc3C(=O)O)c2)cc1 ?
Pf growth 96h: -14%; Pf growth 48h: 41%; Tb PYK inh: 0%; Shiga toxin inh: -6; CHX counter: -3; LmPK inhibitor: -5%; AmpC inh no detg: -28%

How did Cc1cc(=O)oc2cc(NC(=O)CC3(CC(=O)O)CCCC3)ccc12 do in these assays?
Pf growth 96h: inconclusive; Pf growth 48h: 1%; Tb PYK inh: 4%; Shiga toxin inh: 18; CHX counter: -1; LmPK inhibitor: -1%; AmpC inh no detg: -28%

Results for Cc1ccc(/C=N/n2c(COc3ccccc3)n[nH]c2=S)s1 ?
Pf growth 96h: inconclusive; Pf growth 48h: -2%; Shiga toxin inh: -15; CHX counter: 4; LmPK inhibitor: -9%; AmpC inh no detg: -33%

Results for O=C(CC(Nc1ccc(Cl)cc1)C(=O)O)c1ccccc1 (stereo not drawn) ?
Pf growth 96h: 321%[activator]; Pf growth 48h: 333%[activator]; Tb PYK inh: -19%; Shiga toxin inh: 42*; CHX counter: 54*; LmPK inhibitor: inconclusive; AmpC inh no detg: -22%

Results for CCN(CC)C(=O)c1ccccc1NC(=O)c1ccccc1C ?
Pf growth 96h: 47%[activator]; Pf growth 48h: 5%; Tb PYK inh: 2%; Shiga toxin inh: 24; CHX counter: -4; LmPK inhibitor: 3%; AmpC inh no detg: -14%

What do the screens show for `COc1ccc(OCc2nc(C#N)c(N3CCN(c4ccc(OC)cc4)CC3)o2)cc1`?
Pf growth 96h: 3%; Pf growth 48h: inconclusive; Tb PYK inh: -9%; Shiga toxin inh: 32; CHX counter: 6; LmPK inhibitor: -1%; AmpC inh no detg: -12%

How did Cn1c(=O)oc2cc(S(=O)(=O)N3CCN(c4ccc(F)cc4)CC3)ccc21 do in these assays?
Pf growth 96h: -1%; Pf growth 48h: 8%; Tb PYK inh: -4%; Shiga toxin inh: -6; CHX counter: 1; LmPK inhibitor: 6%; AmpC inh no detg: -5%

How did Cc1ccc(NC(=O)C[n+]2cc(-c3ccc(C)cc3)n3c2CCC3)cc1 do in these assays?
Pf growth 96h: 1.9µM*; Pf growth 48h: 6.6µM*; Tb PYK inh: 6%; Shiga toxin inh: -4; CHX counter: -2; LmPK inhibitor: 4%; AmpC inh no detg: 22%

What do the screens show for `CCCCCCSc1nnc2[nH]c(=O)cc(N)n12`?
Pf growth 96h: 5.2µM*; Pf growth 48h: inconclusive; Tb PYK inh: 0%; Shiga toxin inh: -1; CHX counter: -1; LmPK inhibitor: 2%; AmpC inh no detg: -23%

What do the screens show for `O=C(/C=C/c1ccccc1Cl)N(Cc1ccc(Cl)cc1)C1CCS(=O)(=O)C1` (stereo not drawn)?
Pf growth 96h: inconclusive; Pf growth 48h: -7%; Tb PYK inh: 3%; Shiga toxin inh: -5; CHX counter: 4; LmPK inhibitor: -1%; AmpC inh no detg: 39%

How did COc1ccc(C(=O)Nc2ccccc2C(=O)N/N=C/c2cccc3ccccc23)cc1 do in these assays?
Pf growth 96h: -2%; Pf growth 48h: 26%; Tb PYK inh: -11%; Shiga toxin inh: 119*; CHX counter: 31*; LmPK inhibitor: -8%; AmpC inh no detg: -31%

Results for N#CCCNC(=O)Cn1c(COc2ccc(Cl)cc2)nc2ccccc21 ?
Pf growth 96h: -14%; Pf growth 48h: 12%; Tb PYK inh: 13%; Shiga toxin inh: 2; CHX counter: -2; LmPK inhibitor: 1%; AmpC inh no detg: -12%

How did Cc1cccc(NC(=O)c2cc3c(=O)n4ccccc4nc3s2)c1 do in these assays?
Pf growth 96h: 30%; Pf growth 48h: 25%; Tb PYK inh: -2%; Shiga toxin inh: 27; CHX counter: 1; LmPK inhibitor: 1%; AmpC inh no detg: -20%

Results for COc1ccc2nc(COC(=O)c3cccs3)c(C(C)=O)[n+]([O-])c2c1 ?
Pf growth 96h: 96%[activator]; Pf growth 48h: 20%; Tb PYK inh: -5%; Shiga toxin inh: 11; CHX counter: -2; LmPK inhibitor: 2%; AmpC inh no detg: -15%

How did COc1ccc(CC(=O)c2ccc(O)cc2O)cc1OC do in these assays?
Pf growth 96h: -2%; Pf growth 48h: inconclusive; Tb PYK inh: 2%; Shiga toxin inh: 30; CHX counter: 13*; LmPK inhibitor: 2%; AmpC inh no detg: -13%

Among those listed so far, 2 have two or more sulfur atoms.
Results for CCCCOC(=S)NC(=O)c1sc2ccccc2c1Cl ?
Pf growth 96h: 60%[activator]; Pf growth 48h: 16%; Tb PYK inh: -1%; Shiga toxin inh: 36; CHX counter: 22; LmPK inhibitor: 0%; AmpC inh no detg: -30%

Results for Cc1ccc(/C=N/n2c(COc3ccccc3)n[nH]c2=S)s1 ?
Pf growth 96h: inconclusive; Pf growth 48h: -2%; Shiga toxin inh: -15; CHX counter: 4; LmPK inhibitor: -9%; AmpC inh no detg: -33%
